From PubChem BioAssay
IMPase inh – membrane-permeable compound that blocks inositol monophosphatase; P97697; CHO-M1 cells, IP1 accumulation, HTRF TR-FRET ratio; inhibition (IP1 accumulation), % at 46.1 µM; 120,000 tested, under 10 active; AID 901; active means well fitted curve in the direction sought with a large enough effect in the signal ratio, not every such curve was filed as active; inconclusive means small, poorly fitted or top-dose-only effect, or a change in a side signal; inactive means no such curve, though single readings can be large or run the other way; the % refers to the signal ratio;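 further: cells stimulated with carbachol in lithium chloride buffer; plate controls were DMSO basal wells for no effect and reference inhibitor wells for full effect; higher means more IMPase inhibition seen as more IP1 and lower FRET ratio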
Target sequence (P97697 whole entry, looked up): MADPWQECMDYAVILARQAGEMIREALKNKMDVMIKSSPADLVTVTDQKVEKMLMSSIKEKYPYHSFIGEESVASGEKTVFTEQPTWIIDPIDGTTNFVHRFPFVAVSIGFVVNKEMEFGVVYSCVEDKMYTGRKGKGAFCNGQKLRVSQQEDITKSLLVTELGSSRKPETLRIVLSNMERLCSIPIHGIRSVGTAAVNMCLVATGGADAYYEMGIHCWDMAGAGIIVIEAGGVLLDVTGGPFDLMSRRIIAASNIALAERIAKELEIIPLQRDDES
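Carbachol-driven Gq signalling in CHO-M1 cells (2000/well) generates IP1. Compounds that block IMPase raise IP1 and so reduce the FRET signal from Eu-anti-IP1 and d2-IP1 after a 10 min room-temperature lysis.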
PNC assembly inh – inhibitors of perinucleolar compartment assembly. activity change (PNC), negative = inhibition, % at 10 µM. hit rate 3.1% among 140,000. PC3M PTB-GFP, PNC prevalence imaging, 16 h; stronger effect = lower value. AID 2417;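 active means readout at or below -70, meaning at least 70% loss of cells showing the perinucleolar compartment, a nuclear body marking cancer cells; inconclusive means readout between -30 and a set limit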;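 further: plate controls were DMSO wells for no effect and camptothecin positive control wells for full effect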
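Read-out is percentage of cells bearing a perinucleolar compartment, from automated 20x imaging of fixed, Hoechst-stained PC3M PTB-GFP cells. Cells were seeded 4 h, then exposed 16 h to compound (23 nl of library stock) in duplicate plates.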
15-hLO-2 inh – blocks human 15-lipoxygenase 2 activity; AID 881; Potency, µM (titrated, usually from 57.1 µM), for the others: at the highest dose activity change, negative = inhibition, actives largely listed as inhibitors; hit rate 0.56% among 110,000; O15296; purified 15hLO-2, xylenol orange hydroperoxide absorbance; further: potency means the concentration at half of the fitted maximal effect; nearly all actives have a fitted effect of over 60% in size; many of its hits are not listed in these tables
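Purified human 15hLO-2 (50 nM final) preincubated with compounds 15 min at room temperature in 25 mM Hepes pH 7.5, 0.01% Triton X-100, then 45 uM arachidonic acid added for 90 min; hydroperoxide detected via ferrous/xylenol orange, 573/405 nm absorbance ratio.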
ALOX12 inhib – 12-hLO (ALOX12) enzyme inhibition | P18054 | purified 12-hLO, xylenol orange hydroperoxide absorbance | Potency, µM (highest dose often 57.1 µM), inactives show at the top dose activity change, negative = inhibition, actives largely listed as inhibitors | hit rate 0.12% among 150,000 | AID 1452; further: potency means the concentration at half of the fitted maximal effect; nearly all actives have a fitted effect of over 55% in size; many of its hits are not listed in these tables
Target sequence (P18054 whole entry, looked up): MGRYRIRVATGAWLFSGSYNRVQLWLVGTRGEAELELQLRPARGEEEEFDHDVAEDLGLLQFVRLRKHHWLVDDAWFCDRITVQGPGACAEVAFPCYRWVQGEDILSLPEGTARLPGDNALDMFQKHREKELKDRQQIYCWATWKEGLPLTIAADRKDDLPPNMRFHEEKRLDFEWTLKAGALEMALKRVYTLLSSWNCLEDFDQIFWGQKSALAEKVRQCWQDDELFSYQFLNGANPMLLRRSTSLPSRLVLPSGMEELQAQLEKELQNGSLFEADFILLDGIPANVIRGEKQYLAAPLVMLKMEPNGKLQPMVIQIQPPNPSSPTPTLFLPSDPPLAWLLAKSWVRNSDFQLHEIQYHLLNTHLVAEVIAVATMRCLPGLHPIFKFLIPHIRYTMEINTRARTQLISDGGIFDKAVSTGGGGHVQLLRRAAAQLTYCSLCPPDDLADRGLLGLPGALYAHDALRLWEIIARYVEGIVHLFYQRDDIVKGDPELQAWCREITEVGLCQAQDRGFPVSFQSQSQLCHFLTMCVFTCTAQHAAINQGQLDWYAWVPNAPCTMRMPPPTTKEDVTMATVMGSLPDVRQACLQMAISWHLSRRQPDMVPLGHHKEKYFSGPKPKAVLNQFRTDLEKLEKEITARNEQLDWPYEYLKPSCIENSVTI
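Hydroperoxide output read as Fe(III)-xylenol orange absorbance, 573-to-405 nm ratio, after 30 min reaction with 40 uM arachidonic acid. Enzyme: 150 nM purified human 12hLO, 15 min compound preincubation; 25 mM Hepes pH 7.0, room temperature.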
An asterisk follows results filed as active; ? = inconclusive; · = no result given; [ ] = dose if it differs, or a comment. Unless noted, the call rests on the fitted dose curve; in most records, active means well fitted curve in the direction sought with a large enough effect; inconclusive means small, poorly fitted or top-dose-only effect, or another doubt; inactive means no such curve, though single readings can be large; an effect the other way counts as inactive or inconclusive. Unless noted, on the % scale 0 is the no-effect control and ±100 the full control effect. Only part of the results is shown; rates above refer to the full screens.

SMILES	IMPase inh	PNC assembly inh	15-hLO-2 inh	ALOX12 inhib
Cc1nc(SCC(=O)c2cccc([N+](=O)[O-])c2)n[nH]1	2	5	-12%	-4%
O=C(CSc1nc2ccccc2c(=O)n1Cc1ccccc1)NCc1ccco1	-20	54	-13%	4%
COc1cccc(Nc2cc(N3CCOCC3)c3nonc3c2[N+](=O)[O-])c1	4	0	-20%	-3%
Cc1nnc(NC(=O)c2ccccc2F)s1	-6	?	1%	-2%
CC(C)CC(NC(=O)c1ccco1)C(=O)Nc1ccc2c(c1)OCCO2 (stereo not drawn)	4	?	10%	-7%
CC(C)CNC(=S)NNC(=O)c1csc2c1CCC(C)C2 (stereo not drawn)	1	?	12%	-18%
Cc1cc(C)cc(SCc2noc(C(=O)NC(C)C)c2C(=O)O)c1	-7	16	1%	1%
CC1CCc2nn(CC(=O)NC3CCCC(C)C3C)cc2C1 (stereo not drawn)	-1	-26	2%	-6%
CC(C)(C)C(=O)Nc1nnc(CSCc2ccccc2F)s1	3	10	4%	-6%
CCC(=O)Nc1ccc(NC(=O)CSc2nnc(C(C)C)n2C)cc1	-4	1	-12%	1%
N#C/C(=C/c1ccc(Cl)cc1)NC(=O)c1ccccc1	1	?	-9%	7%
O=C(NN1C(=O)C2C3C=CC(C3)C2C1=O)c1ccncc1 (stereo not drawn)	·	-113*	·	2%
COc1ccc(-c2cc(-c3ccc(C)cc3)nc(SCc3nnc(-c4ccccc4)o3)c2C#N)cc1OC	·	9	·	3%
CC(C)Cn1cnc2c(SCc3ccc(Cl)cc3Cl)nc(N)nc21	·	·	6%[11.4 µM]	0%[11.4 µM]
CCNC(=O)CSc1nc2cc(OC)c(OC)cc2c(=O)n1CCC1=CCCCC1	-6	31	2%	-1%
COC(=O)c1ccccc1NC(=O)CSc1nnc(C(C)NC(=O)c2ccc(Cl)cc2Cl)n1C (stereo not drawn)	3	-16	3%	-5%
O=C(Nc1ccc(Br)cc1)C1CCCN1S(=O)(=O)c1cccs1 (stereo not drawn)	4	?	7%	-1%
CCC(C)(C)NCC(=O)Nc1ccc(OC(F)(F)F)cc1	-4	-28	28%	6%
COc1ccc(/C=C/C(=O)Oc2ccc(/C=N\NC(=O)c3ccc(F)cc3)cc2)cc1	7	7	·	1%
CCOC(=O)C1CCCN(Cc2nc(N)nc(Nc3ccc(OC)cc3)n2)C1 (stereo not drawn)	-3	29	52%[activator]	-4%
CCCS(=O)(=O)N1CCCC(C(=O)NCCCOC(C)C)C1 (stereo not drawn)	8	0	0%	1%
CCN(CC)S(=O)(=O)c1ccc(NC(=O)COc2nc3ccccc3nc2N2CCOCC2)cc1	·	-29	·	2%
CCSc1nnc([C@@H]2CCCN2C(=O)OC(C)(C)C)o1	?	-8	-8%	0%
CC(=O)N1CCC2(CCCN(Cc3ccc(C#N)cc3)C2)CC1	·	·	4%	2%
Cc1cccc(N(CC(=O)N2CCOCC2)S(C)(=O)=O)c1	0	9	·	8%
CCCCCCN(C(=O)CCCCCN1C(=O)NC(c2ccccc2-c2ccccc2)C(C(=O)OCc2ccccc2)=C1C)C(C(=O)NCCCC)c1ccc(OCC(=O)OC)c(C(=O)OC)c1 (stereo not drawn)	·	·	-2%	-9%
CCOC(=O)C1=C(CSc2nnnn2C)N(C)C(=O)NC1c1ccccc1 (stereo not drawn)	7	20	-3%	6%
COc1ccc(CN(C(=O)CO/N=C/c2ccccc2)c2ccccc2C(=O)O)cc1	·	15	·	5%
C=CCSc1nnc(NC(=O)CSc2nnc(C)s2)s1	13	-5	-11%	4%
Fc1cccc(Cl)c1-c1nnc2ccc(N3CCOCC3)nn12	-1	?	7%	-1%
O=C(NCC1CC1)C1CCCN(S(=O)(=O)c2ccc(-n3cnnn3)cc2)C1 (stereo not drawn)	1	-18	-1%	4%
O=C1NN(c2ccccc2)C(=O)C2C3C=CC(C4CC34)C12 (stereo not drawn)	0	86	-6%	4%
C/C=C/c1ccc(O)c(OC)c1	·	·	-18%	-1%
CC(C)Oc1ccc(C2c3c(oc4ccccc4c3=O)C(=O)N2CCCN2CCOCC2)cc1 (stereo not drawn)	11	33	10%	-9%
CCOc1ccc(C2CC(c3cccc(Cl)c3)n3nc(N)nc3N2)cc1 (stereo not drawn)	-2	2	·	10%
COc1ccccc1C(=O)CSc1n[nH]c(N)n1	-1	-26	6%	-3%
N#Cc1cccc(NC(=O)N2CCCC3(CCN(S(=O)(=O)c4ccccc4)CC3)C2)c1	·	·	-1%	-3%
CCN(CC)c1ccc(C2N(C(=O)N3CCOCC3)CCN2S(=O)(=O)c2ccc(C)cc2)cc1 (stereo not drawn)	1	?	-2%	2%
C=CCN1C(=O)/C(=C/c2ccc(O)cc2)S/C1=N/c1nccs1	·	3	·	-13%
CCOC(=O)Cn1c(=O)oc2cc(S(=O)(=O)Nc3ccc(N(CC)CC)cc3C)ccc21	3	9	-13%	-5%
CSc1ccc(Cl)c(C(=O)OCC(=O)Nc2ccccc2OC(F)F)c1	·	-18	·	-3%
CCOC(=O)C(=O)/C(C#N)=C/Nc1ccccc1	0	36	-6%	0%
Cc1cc(Cl)c(S(=O)(=O)N/N=C/c2ccc3c(c2)OCO3)c(Cl)c1	6	60	-20%	?
O=C(NCc1cccnc1)c1ccc(Cl)c(Cl)c1	-6	?	2%[2.29 µM]	2%
Clc1cc(NCc2cccs2)ccc1N1CCOCC1	1	-19	-12%	1%
CC#CCNCc1ccccc1	-3	-9	4%	-9%
CCOC(=O)N1CCN(c2ccc([N+](=O)[O-])cc2F)CC1C (stereo not drawn)	·	51	·	3%
O=C(Cc1noc2ccccc12)Nc1ccc(Cl)cc1	·	6	·	-4%
CCCS/C(N)=N/N=C/c1ccccc1O	10	?	-5%	-14%
O=C(CC1NC(=O)NC1=O)Nc1ccccc1 (stereo not drawn)	-2	?	1%	-2%
O=C1CN(C(=O)CCN2CCOCC2)C(c2ccccc2)c2cc(Br)ccc2N1 (stereo not drawn)	4	-21	3%	-4%
COc1cc2c(cc1OC)C1=C(C#N)CN(CC(=O)O)CN1CC2	2	-18	-6%	1%
CCN=C(NCC)SC1CC(=O)N(c2cccc(OC)c2)C1=O (stereo not drawn)	-1	25	-5%	-1%
O=C(COc1ccc(Br)cc1CO)Nc1ccc(F)cc1	-8	82	-3%	1%
Cn1c(-c2nc(-c3ccccc3)cs2)nc2ccccc21	-5	·	6%	-4%
COc1ccc(CCNC(=O)C2CCN(c3nn4c(=O)cc(C)nc4s3)CC2)cc1OC	-8	?	2%	2%
CC(=O)N1CCc2cc(S(=O)(=O)N3c4ccccc4CC3C)ccc21 (stereo not drawn)	8	29	-3%	-4%
COc1cc2c(cc1NC(=O)CSc1nc3cc(Cl)ccc3s1)oc1ccccc12	·	?	·	4%
Cc1cccc(Oc2ccc(C(=O)NC3CCSC3=O)cn2)c1C (stereo not drawn)	8	-18	-3%	0%
COc1ccc(-n2c(C)nc(=O)c(-c3ccccc3)c2C)cc1	1	?	·	1%

(further entries)
SMILES	IMPase inh	PNC assembly inh	15-hLO-2 inh	ALOX12 inhib
CSc1nc2ccc(S(=O)(=O)N3CCOCC3)cc2s1	-1	38	-4%	3%
Cc1ccc(-c2noc(-c3ccccc3C(=O)N3CCCC3)n2)cc1	-4	49	1%	3%
CC(=O)NCC(=O)N(C)C(C(=O)Nc1ccc(C(C)C)cc1)c1ccccc1 (stereo not drawn)	7	-12	3%	3%
C=CCNC(=O)C(C)N1C(=O)c2ccccc2C1=O (stereo not drawn)	-4	51	0%	3%
N#C/C(=C\c1ccc[nH]1)C(=O)NC1CC1	1	13	-15%	-5%
CNc1ncnc(Sc2nc(N)nc3nc[nH]c23)c1[N+](=O)[O-]	·	·	-5%[11.4 µM]	1%[11.4 µM]
CCc1nnc(NC(=O)C(C)N2C(=O)C3C4C=CC(C4)C3C2=O)s1 (stereo not drawn)	-2	-9	-6%	-1%
COc1ccc(CCNC(=O)C2CCCN2C(=O)Nc2cccc(C(C)=O)c2)cc1OC (stereo not drawn)	1	?	-6%	-3%
Cc1onc(-c2ccccc2)c1C(=O)Nc1sc2c(c1C(N)=O)CCC2	2	76	-25%	1%
O=C(CSc1nc2ccccc2c(=O)n1Cc1ccc(C(=O)NC2CC2)cc1)NCc1ccco1	0	-17	-19%	-4%
O=C(NCCCO)/C(=C\C=C\c1ccccc1)NC(=O)c1ccccc1Cl	·	26	·	2%
CCCc1[nH][nH]c(=O)c1C(c1ccccc1)C(C#N)C#N (stereo not drawn)	0	?	-7%	-1%

No new results follow: 25 of the compounds above.
SMILES	IMPase inh	PNC assembly inh	15-hLO-2 inh	ALOX12 inhib
O=C(Cc1noc2ccccc12)Nc1ccc(Cl)cc1	·	6	·	-4%
CCCS/C(N)=N/N=C/c1ccccc1O	10	?	-5%	-14%
O=C(CC1NC(=O)NC1=O)Nc1ccccc1 (stereo not drawn)	-2	?	1%	-2%
O=C1CN(C(=O)CCN2CCOCC2)C(c2ccccc2)c2cc(Br)ccc2N1 (stereo not drawn)	4	-21	3%	-4%
COc1cc2c(cc1OC)C1=C(C#N)CN(CC(=O)O)CN1CC2	2	-18	-6%	1%
CCN=C(NCC)SC1CC(=O)N(c2cccc(OC)c2)C1=O (stereo not drawn)	-1	25	-5%	-1%
O=C(COc1ccc(Br)cc1CO)Nc1ccc(F)cc1	-8	82	-3%	1%
Cn1c(-c2nc(-c3ccccc3)cs2)nc2ccccc21	-5	·	6%	-4%
COc1ccc(CCNC(=O)C2CCN(c3nn4c(=O)cc(C)nc4s3)CC2)cc1OC	-8	?	2%	2%
CC(=O)N1CCc2cc(S(=O)(=O)N3c4ccccc4CC3C)ccc21 (stereo not drawn)	8	29	-3%	-4%
COc1cc2c(cc1NC(=O)CSc1nc3cc(Cl)ccc3s1)oc1ccccc12	·	?	·	4%
Cc1cccc(Oc2ccc(C(=O)NC3CCSC3=O)cn2)c1C (stereo not drawn)	8	-18	-3%	0%
COc1ccc(-n2c(C)nc(=O)c(-c3ccccc3)c2C)cc1	1	?	·	1%
CSc1nc2ccc(S(=O)(=O)N3CCOCC3)cc2s1	-1	38	-4%	3%
Cc1ccc(-c2noc(-c3ccccc3C(=O)N3CCCC3)n2)cc1	-4	49	1%	3%
CC(=O)NCC(=O)N(C)C(C(=O)Nc1ccc(C(C)C)cc1)c1ccccc1 (stereo not drawn)	7	-12	3%	3%
C=CCNC(=O)C(C)N1C(=O)c2ccccc2C1=O (stereo not drawn)	-4	51	0%	3%
N#C/C(=C\c1ccc[nH]1)C(=O)NC1CC1	1	13	-15%	-5%
CNc1ncnc(Sc2nc(N)nc3nc[nH]c23)c1[N+](=O)[O-]	·	·	-5%[11.4 µM]	1%[11.4 µM]
CCc1nnc(NC(=O)C(C)N2C(=O)C3C4C=CC(C4)C3C2=O)s1 (stereo not drawn)	-2	-9	-6%	-1%
COc1ccc(CCNC(=O)C2CCCN2C(=O)Nc2cccc(C(C)=O)c2)cc1OC (stereo not drawn)	1	?	-6%	-3%
Cc1onc(-c2ccccc2)c1C(=O)Nc1sc2c(c1C(N)=O)CCC2	2	76	-25%	1%
O=C(CSc1nc2ccccc2c(=O)n1Cc1ccc(C(=O)NC2CC2)cc1)NCc1ccco1	0	-17	-19%	-4%
O=C(NCCCO)/C(=C\C=C\c1ccccc1)NC(=O)c1ccccc1Cl	·	26	·	2%
CCCc1[nH][nH]c(=O)c1C(c1ccccc1)C(C#N)C#N (stereo not drawn)	0	?	-7%	-1%
